Pin1 inh: inhibitors of human Pin1; Pin1 FP peptide displacement, HiFluor488, 10 min; Q13526; hit rate 0.009% among 390,000; Potency, µM (doses to about 115 µM), inactives show top-dose activity, negative = inhibition, hits mostly inhibitors; active = well fitted inhibition curve with a large enough effect in the polarisation, with a control signal flat, not every such curve was filed as active; inconclusive = small, poorly fitted or top-dose-only effect, or effect the other way, or a change in a side signal; inactive = no such curve, though single readings can be large or run the other way; the % refers to the polarisation; also: potency is read from the fitted curve at half-maximal effect; % is scaled to controls: 0 for no effect and ±100 for the full control effect
Target sequence (Q13526 whole entry, looked up): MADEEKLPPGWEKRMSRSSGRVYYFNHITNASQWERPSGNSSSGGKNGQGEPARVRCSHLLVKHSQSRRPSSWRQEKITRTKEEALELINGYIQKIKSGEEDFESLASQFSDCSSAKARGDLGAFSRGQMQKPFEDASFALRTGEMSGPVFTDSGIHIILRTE
ERG Ets-DNA blk: inhibitors of human ERG Ets domain-DNA interaction | fluorescence polarization, His-ERG Ets domain / labelled DNA | Potency, µM (titrated, usually from 76.9 µM), without a hit: at the highest dose FP activity, negative = inhibition, most hits filed as inhibitors | hit rate 0.028% among 370,000; active = well fitted inhibition curve with a large enough effect in the polarisation, with a control signal flat; inconclusive = small, poorly fitted or top-dose-only effect, or effect the other way, or a change in a side signal; inactive = no such curve, though single readings can be large or run the other way; the % refers to the polarisation;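 also: polarization taken with two DNA probes labelled with fluorescein and Texas red; potency is read from the fitted curve at half-maximal effect; % of control where 0% means no effect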
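His-tagged ERG Ets domain (1 uM in the protein solution; 300mM KCl, 50mM Tris-HCl, 1mM EDTA, 1mM DTT, pH 7.5) received compound, then a probe mix of 5 nM fluorescein-DNA and 100nM Texas-615-DNA. Fluorescence polarization was read for both dyes.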
PGK inhibitor: inhibitors of T. brucei phosphoglycerate kinase; hit rate 0.043% among 380,000; PGK/GAPDH coupled, Kinase-Glo luminescence, 60 min; Potency, µM (titrated, usually from 57.5 µM), for inactives: at the highest dose activity change, negative = inhibition, hits mostly inhibitors; also: potency is read from the fitted curve at half-maximal effect; % is scaled to controls: 0 for no effect and ±100 for the full control effect; nearly all actives have a fitted effect of over 60% in size
Target sequence (P07378 whole entry, looked up): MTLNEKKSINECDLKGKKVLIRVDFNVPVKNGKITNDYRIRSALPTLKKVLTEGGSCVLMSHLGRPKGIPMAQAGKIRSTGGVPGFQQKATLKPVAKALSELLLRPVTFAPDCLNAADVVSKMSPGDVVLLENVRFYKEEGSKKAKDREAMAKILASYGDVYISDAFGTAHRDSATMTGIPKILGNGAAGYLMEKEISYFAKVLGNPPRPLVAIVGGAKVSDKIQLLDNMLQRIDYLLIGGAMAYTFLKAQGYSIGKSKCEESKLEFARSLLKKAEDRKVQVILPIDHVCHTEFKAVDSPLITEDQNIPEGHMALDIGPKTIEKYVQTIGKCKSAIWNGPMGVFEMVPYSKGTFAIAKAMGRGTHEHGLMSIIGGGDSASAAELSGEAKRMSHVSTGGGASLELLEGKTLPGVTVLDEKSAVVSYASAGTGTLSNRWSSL
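Luminescent ATP detection (Kinase-Glo Plus) follows a 60-minute room-temperature incubation, with wells lacking PGK as controls. Buffer: 100 mM TEA (pH 7.6), 5 mM MgCl2, 0.01% Tween-20. Coupling enzyme GAPDH (100 nM final) supplies unstable 1,3-BPG in-well.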
GLS inh: blocks human kidney-isoform glutaminase activity; O94925; GLS enzymatic activity, qHTS titration; Potency, µM (series often up to 45.5 µM), inactives show at the top dose activity change, negative = inhibition, actives largely listed as inhibitors; hit rate 0.21% among 410,000; AID 624170; also: potency is read from the fitted curve at half-maximal effect; % is scaled to controls: 0 for no effect and ±100 for the full control effect
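hKGA in 45 mM KH2PO4 (pH 8.2), 0.02% Tween-20 with compound, then 1mM L-Glutamine (stock as added) plus glutamate oxidase/HRP/Amplex red coupling mix. Fluorescence read initially and after 30 min at RT; signal change reflects glutamate formation.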
BAZ2B block: inhibitors of human BAZ2B bromodomain. AlphaScreen BAZ2B-H3K14Ac peptide displacement. Potency, µM (titrated, usually from 114 µM), without a hit: at the highest dose activity change, negative = inhibition, most hits filed as inhibitors. hit rate 4.4% among 360,000. AID 504333; also: potency is read from the fitted curve at half-maximal effect; % is scaled to controls: 0 for no effect and ±100 for the full control effect; nearly all actives have a fitted effect of over 60% in size
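Multi-concentration screen (max 110 uM) measuring displacement of acetylated histone H3 peptide from BAZ2B by AlphaScreen, using 50 nM protein, 50 nM peptide and 10 ug/mL streptavidin donor plus Ni-chelate acceptor beads.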
PI4K2A block: blocks human PI4K2A kinase activity; Q9BTU6; purified PI4K2A, ADP-Glo luminescence, 1 h; stronger effect = lower value; activity change, negative = inhibition, % at 76.9 µM; hit rate 0.13% among 420,000; in the data active = activity change below about -50%; inconclusive = mostly about -30% to -49%;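 also: -100% = wells without enzyme as full effect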
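PI4K2A activity was measured by ADP-Glo luminescence: enzyme (4 ug/mL stock) and phosphatidylinositol (1.2 mM stock) in Tris pH 7.5/MgCl2/EGTA/Triton X-100 buffer were reacted with ATP (300 microM stock) for one hour at ambient temperature.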
HP1b chromo inh: inhibitors of HP1-beta chromodomain binding to methylated histone tails. P83916. Potency, µM (top dose mostly 114 µM), for the others: at the highest dose activity change, negative = inhibition, hits mostly inhibitors. hit rate 0.56% among 390,000. AlphaScreen HP1-beta / biotin-H3K9me3 peptide binding; also: potency is read from the fitted curve at half-maximal effect; nearly all actives have a fitted effect of over 70% in size; inactives centre near 23
Target sequence (P83916 whole entry, looked up): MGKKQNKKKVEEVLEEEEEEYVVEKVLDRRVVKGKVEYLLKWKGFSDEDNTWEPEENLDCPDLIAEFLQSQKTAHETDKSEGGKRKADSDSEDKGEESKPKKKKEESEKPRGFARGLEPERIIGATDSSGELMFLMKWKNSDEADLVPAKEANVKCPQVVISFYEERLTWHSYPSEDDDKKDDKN
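HP1-beta protein (50 nM final) preincubated 30 min at room temperature with biotinylated H3(1-18)K9me3 peptide (50 nM) in PBS pH 7.4, 0.01% Tween-20, then compound added for 30 min. AlphaScreen streptavidin donor/nickel chelate acceptor beads (10 ug/mL final), 30 min dark, luminescence read.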
JMJD2A Tudor: JMJD2A Tudor domain (human) inhibition. O75164. AlphaScreen JMJD2A-Tudor / H3K4me3 peptide binding. Potency, µM (series often up to 114 µM), for the others: at the highest dose activity change, negative = inhibition, most hits filed as inhibitors. hit rate 4.4% among 390,000; also: potency is read from the fitted curve at half-maximal effect; % is scaled to controls: 0 for no effect and ±100 for the full control effect; nearly all actives have a fitted effect of over 50% in size
G9a inh: blocks human histone lysine methyltransferase G9a; Q96KQ7; G9a H3K9 monomethylation, AlphaScreen, 2 h; Potency, µM (series often up to 102 µM), for the others: top-dose activity, negative = inhibition, usual class: inhibitors; hit rate 8.8% among 350,000; also: potency is read from the fitted curve at half-maximal effect; % is scaled to controls: 0 for no effect and ±100 for the full control effect; nearly all actives have a fitted effect of over 75% in size
Target sequence (Q96KQ7 913-1193 limits assumed): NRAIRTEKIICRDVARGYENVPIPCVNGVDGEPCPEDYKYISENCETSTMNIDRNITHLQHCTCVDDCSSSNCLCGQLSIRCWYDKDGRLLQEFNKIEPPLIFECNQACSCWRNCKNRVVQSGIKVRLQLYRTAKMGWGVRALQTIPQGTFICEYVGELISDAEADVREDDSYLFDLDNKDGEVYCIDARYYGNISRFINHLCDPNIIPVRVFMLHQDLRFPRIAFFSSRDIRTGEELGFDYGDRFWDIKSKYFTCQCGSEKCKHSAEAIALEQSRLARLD
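AlphaScreen detection with an anti-monomethyl H3K9 antibody quantified product after a 2 h room-temperature reaction containing 500 nM biotinylated H3K9 peptide, 20 µM SAM and 20 nM enzyme, which had been preincubated 15 min with compound.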
Starred values were filed as active, the others as inactive; i = inactive; ? = inconclusive; . = no result given; [ ] = another dose, or the depositor's remark. Unless noted, calls follow the shape of the dose curve; as a rule, active = well fitted curve in the direction sought with a large enough effect; inconclusive = small, poorly fitted or top-dose-only effect, or another doubt; inactive = no such curve, though single readings can be large; an effect the other way counts as inactive or inconclusive.

Each structure is followed by: Pin1 inh	ERG Ets-DNA blk	PGK inhibitor	GLS inh	BAZ2B block	PI4K2A block	HP1b chromo inh	JMJD2A Tudor	G9a inh
CC(=O)Nc1ccc(S(=O)(=O)NCC2CCC(C(=O)NCCCN3CCCC3=O)CC2)cc1 (stereo unspecified)
  3%	-2%	-10%	-5%	-5%	-10	23%	-8%	-6%[12.7 µM]
COc1ccc(OC)c(N)c1
  -19%	-6%	-9%	17%	50µM*	-28	?	?	32µM*
CC(C)(C)C(=O)N1CCN(c2ccc([N+](=O)[O-])cc2-n2cccc2)CC1
  1%	-11%	0%	16%	?	4	-36%	-28%	-40%
CCOc1cc(CNCc2ccccn2)ccc1OCC(=O)NC(C)(C)C
  1%	0%	-4%	4%	50µM*	-1	39%	?	?
CCc1ccc(CNC(=O)C(CC)n2ccc3cc(S(=O)(=O)N4CCCCC4)ccc32)cc1 (stereo unspecified)
  12%	-3%	8%	-9%	-8%	0	28%	3%	-21%[59 µM]
O=C(Nc1nnc(-c2ccccc2)s1)c1ccccc1O
  15%	0%	0%	0%	-1%	-12	23%[57 µM]	4%	12%
CN(C)S(=O)(=O)c1ccc(N2C(=O)CC2(/C=C/c2ccccc2)C(=O)NC2CCCC2)cc1 (stereo unspecified)
  5%	.	-1%	0%	-7%	0	18%	-3%	?
CCCCNC(=O)C1CC(=O)N(CCc2ccc(C)cc2)C1 (stereo unspecified)
  -7%	-1%	0%	?	-14%	7	37%	-13%	-6%
COc1ccc(NC(=S)N2CCN(C(=O)c3ccco3)CC2)cc1OC
  -1%	-5%	6%	15%	-14%	4	11%	-4%	-10%
Fc1cccc(-c2cc3nc4c(c(N5CCOCC5)n3n2)CCCC4)c1
  -1%	5%	.	1%	41%[activator]	0	73%[activator]	30%	59%[activator][59 µM]
C=CCNC(=O)CN1CCN(C(c2ccccc2)c2ccccc2)CC1
  -4%	-5%	0%	11%	50µM*	4	?	20µM*	11µM*
CCCC(=O)Nc1sc2c(c1C#N)CC(C)(C)NC2(C)C
  0%	0%	5%	12%	4%	1	14%	-1%	-3%[59 µM]
c1coc(-c2nn3c(-c4ccco4)nnc3s2)c1
  1%	-3%	-16%	-12%	?	-5	20%	?	?
CCn1cc(C(=O)N2CCN(C3CCCCC3)CC2)c2cc(OC)c(OC)cc2c1=O
  -10%	-11%	16%	?	2%	4	-6%	-17%[11.4 µM]	-26%[12.7 µM]
COc1ccc(-c2csc(NC3=NCCCCC3)n2)cc1
  -2%	-12%	-10%	-2%	-16%	3	32%	-8%	-9%[59 µM]
Cc1ccc2cc(CN(CCN3CCOCC3)Cc3nnnn3Cc3ccco3)c(=O)[nH]c2c1C
  -3%	4%	i	-14%	7%	8	38%	-7%	56µM*
CCOC(=O)c1[nH]c2ccc(F)cc2c1NC(=O)CCN1CCSCC1
  1%	1%	i	27%	3%	3	15%	-13%	-6%[12.7 µM]
CNC(=O)COC(=O)c1ccccc1C(=O)c1ccc(Cl)c([N+](=O)[O-])c1
  1%	4%	4%	-3%	-3%	-1	25%	-7%	-23%
O=C(CSc1nc(O)cc(=O)[nH]1)Nc1ccc2c(c1)CCC2
  ?	-3%	-6%	6%	-38%	1	-6%	?	?
O=C(Nc1c(C(=O)N2CCN(c3ccccn3)CC2)oc2ccccc12)c1cccc([N+](=O)[O-])c1
  -4%	4%	-2%	-6%	-32%[57.1 µM]	-1	10%	?	-12%
CC(=O)c1[nH]c(C)c(C(=O)NCCc2ccc(C)cc2)c1C
  15%	-2%	-5%	7%	30%	4	80%[activator]	28%	29%[59 µM]
CCC(=O)c1ccc(OCC(=O)Nc2cccc(S(=O)(=O)N3CCCCCC3)c2)cc1
  9%	-13%	-13%	2%	8%	1	24%	-15%	-40%
COCCn1c(=NC(=O)c2cc(-c3cccs3)nc3ccccc23)sc2cc(S(N)(=O)=O)ccc21
  59%[activator]	-6%	5%	0%	1%	-11	46%[activator]	7%	-36%[59 µM]
O=C(OCC(=O)N1CCCC1)c1cc(Cl)ccc1[N+](=O)[O-]
  -1%	4%	0%	0%	6%	1	3%	-9%	-9%
Cc1ccc(N2CC(NC(=O)c3cccs3)CC2=O)cc1C (stereo unspecified)
  -10%	2%	-5%	-9%	-4%	1	-2%	-3%	?
O=C(OCC(=O)N1CCCCCC1)c1ccc([N+](=O)[O-])cc1Cl
  3%	6%	-3%	0%	-25%	4	19%	-25%	-24%
Cc1cc(C#N)c(C)c(SCc2[nH]nc3c2C(c2ccccc2)C(C#N)=C(N)O3)n1 (stereo unspecified)
  -4%	-4%	i	.	-7%	2	16%	?	-8%[59 µM]
CCCCN(CCCNC(=O)c1cc(Nc2ccc(OC)c(OC)c2)nc2ccccc12)Cc1ccccc1
  ?	-3%	9%	14%	.	1	?	28µM*	11µM*
c1ccc2c(c1)OCCOCCOCCOCCOc1ccccc1OCCOCCOCCO2
  -13%	-8%	-11%	-2%	6%	2	17%	-19%	10%[59 µM]
O=C(O)c1ccc(-c2noc(-c3ccccc3C(F)(F)F)n2)cc1
  -4%	.	-10%	6%	.	-2	20%	-16%	.
COCC(=O)Nc1cc(C)cn(Cc2cccc(C(F)(F)F)c2)c1=O
  1%	-1%	i	1%	-1%	-13	40%	-15%	31%
CC(=O)N1CCN(C(=S)NCc2ccccc2)CC1
  -16%	0%	-1%	0%	12%	3	16%	-11%	-4%[59 µM]
C=CCSc1nnc(-c2cc3c(C(F)(F)F)nn(C)c3s2)n1C
  6%	-2%	-12%	6%	1%	-2	46%[activator]	10%	71µM*
CCN(CC)S(=O)(=O)c1ccc(OCC(=O)NCc2ccccc2)cc1
  -11%	.	.	2%	8%	3	28%	-11%	-4%[59 µM]
CCCCCCc1cc2cc(S(=O)(=O)c3ccc(C)cc3)c(=O)oc2cc1O
  2%	1%	-2%	5%	10%	-7	83%[activator]	14%	22%
CC(=O)Nc1ccc(NC(=O)C(C)OC(=O)CCCOc2ccc(Cl)cc2C)cc1 (stereo unspecified)
  -3%	7%	-10%	1%	-2%	-1	-3%	-26%	?
COc1ccc(-c2noc(CCC(=O)Nc3cc(Cl)c(OC)cc3OC)n2)cc1
  7%	2%	i	1%	?	-4	12%	-14%	-47%
Cc1c[nH]c2cccc(OCC(O)CNC(C)(C)C)c12 (stereo unspecified)
  0%	-7%	-2%	3%	?	-6	-4%	?	-17%[12.7 µM]
Cc1ccnc(N=Cc2nc(-c3ccccc3Br)oc2O)c1
  0%	5%	.	7%	10%	-1	21%	-16%	31%
Cc1ccc(/C=C/C(=O)O)cc1S(=O)(=O)N1CCCCC1
  1%	17%	-2%	-1%	2%	-2	65%[activator]	-7%	9%[59 µM]
Cc1cccc(C)c1N1C(=O)C(Cl)=C(N2CCCC2)C1=O
  13%	-4%	0%	12%	97%[activator]	-1	169%[activator]	85%[activator]	.
O=C(c1ccc(CS(=O)c2cccc(Cl)c2)o1)N1CCN(c2ccccn2)CC1 (stereo unspecified)
  1%	-4%	-4%	2%	-7%	2	40%[activator]	-18%	0%[59 µM]
COc1ccc2c(c1)sc(=N)n2CC(=O)Nc1cc(C)cc(C)c1
  -15%	-25%	-3%	10%	-37%	0	27%	-16%	22%[12.7 µM]
O=C(N/N=C/c1ccc(O)c(O)c1)C1CC1
  -8%	6%	3%	?	.	3	-39%	?	.
O=C(CSc1ccc([N+](=O)[O-])cc1)c1ccccc1
  -3%	.	0%	8%	.	0	-6%	-29%	.
CC(C)Cn1c(N)c(C(=O)COC(=O)c2ccc(Cl)cc2)c(=O)n(C)c1=O
  2%	19%	-9%	-2%	-5%	-2	42%[activator]	-3%	1%
COCCn1c(SCC(=O)Nc2cc(OC)ccc2OC)nc2c(c1=O)SC(C)C2 (stereo unspecified)
  -5%	-7%	-2%	-16%	-20%	5	24%	-19%	-4%
O=C(O)c1cnn(-c2ccccc2)c1-c1ccncc1
  ?	4%	-12%	?	?	-1	4%	-27%	50µM*
O=C(c1cc(-c2ccncc2)nc2ccccc12)N1CCOCC1
  -1%	4%	0%	15%	13%	-5	33%	-1%	-41%
CCOc1c(Br)ccc2c1sc1nc[nH]c(=O)c12
  -3%	5%	1%	2%	10%	-2	24%	-24%	21%

(list continues)
Each structure is followed by: Pin1 inh	ERG Ets-DNA blk	PGK inhibitor	GLS inh	BAZ2B block	PI4K2A block	HP1b chromo inh	JMJD2A Tudor	G9a inh
Cn1c2ccccc2c2c(=O)oc3ccccc3c21
  -1%	10%	-8%	3%	.	2	42%	-4%	.
Cc1[nH]c(=O)[nH]c(=O)c1S(=O)(=O)Nc1ccc(F)c(Cl)c1
  7%	-8%	-5%	2%	1%	1	39%[activator]	3%	7%
OC(CNCCc1ccc(C(F)(F)F)cc1)COc1cccc2ccccc12 (stereo unspecified)
  ?	-6%	.	6%	-5%	1	19%	-24%	-16%[59 µM]
CCOC(=O)c1ccc(NC(=O)c2nc[nH]c2C(=O)NCCNC(=O)c2[nH]cnc2C(=O)Nc2ccc(C(=O)OCC)cc2)cc1
  11%	-6%	1%	0%	.	2	28%	-25%	.
CC1CCCN(S(=O)(=O)c2ccc3c(c2)C(C)(C)C(=O)N3C)C1 (stereo unspecified)
  19%	11%	i	-6%	-1%	-6	50%[activator]	-1%	.
